PLK1 PBD inh: inhibitors of human PLK1 polo-box domain binding; P53350; Plk1 PBD binding of FITC phosphopeptide, fluorescence polarization; Potency, µM, without a hit: max response, negative = inhibition, most hits filed as inhibitors; 360,000 tested, 2.8% active; also: potency is read from the fitted curve at half-maximal effect; series mostly up to about 57 µM; % is scaled to controls: 0 for no effect and ±100 for the full control effect; nearly all actives have a fitted effect of over 65% in size
EPAC1 antagonist: blocks human EPAC1 exchange factor; Potency, µM (highest dose often 115 µM), inactives show at the highest dose activity change, negative = inhibition, most hits filed as inhibitors; EPAC1 GEF assay, Rap1b-BODIPY-GDP exchange fluorescence; AID 720709; 360,000 tested, 0.14% active; O95398;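 also: potency is read from the fitted curve at half-maximal effect; plate controls were vehicle for no effect and positive control for full effect; nearly all actives have a fitted effect of over 50% in size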
CCT modulator: modulators of cytosolic chaperonin (CCT/TRiC) activity; purified chaperonin ATPase assay, HTRF ADP detection, 30 min; AID 651819; 360,000 tested, 0.3% active; activity change, % (no concentration beside the values), hits read low; in the data active = activity change below about -30%; also: % is scaled to controls: 0 for no effect and ±100 for the full control effect
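First, chaperonin was dispensed at 40 nM or 20 nM final depending on batch activity. Next, compounds were pinned at 76 uM and ATP added at 10 uM. After 30 min at 37 °C, ADP detection reagents ran 30 min at ambient temperature.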
Mm-Cpn inhibitor: blocks the Methanococcus maripaludis chaperonin Mm-Cpn; purified Mm-Cpn ATPase, ADP Transcreener TR-FRET; Potency, µM (top dose mostly 76.9 µM), for the others: top-dose activity, negative = inhibition, hits mostly inhibitors; 330,000 tested, 0.031% active; also: potency is read from the fitted curve at half-maximal effect; % is scaled to controls: 0 for no effect and ±100 for the full control effect; nearly all actives have a fitted effect of over 80% in size
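ATP (10 uM final) was added to archaeal chaperonin (25 nM final) after 10 min exposure to test compound at 37°C; after 30 min further incubation, ADP was detected by competitive TR-FRET.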
EPAC2 antagonist: blocks human EPAC2 exchange factor; 360,000 tested, 0.18% active; Potency, µM (titrated, usually from 114 µM), inactives show at the highest dose activity, negative = inhibition, usual class: inhibitors; Q8WZA2; AID 720708; EPAC2 GEF exchange of Rap1B-BODIPY-GDP, fluorescence; also: potency is read from the fitted curve at half-maximal effect; % is scaled to controls: 0 for no effect and ±100 for the full control effect; nearly all actives have a fitted effect of over 45% in size; many of its hits are not listed in these tables
WRN helicase inh: WRN helicase (human) inhibition; 360,000 tested, 0.46% active; WRN helicase unwinding, fluorescent forked duplex, kinetic; AID 651768; Potency, µM (doses to about 114 µM), inactives show top-dose activity change, negative = inhibition, most hits filed as inhibitors; also: potency is read from the fitted curve at half-maximal effect; % is scaled to controls: 0 for no effect and ±100 for the full control effect; nearly all actives have a fitted effect of over 55% in size
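WRN at 20 nM final was preincubated with compound for 15 min at room temperature; reaction started with 100 nM forked duplex oligonucleotide carrying fluorophore and quencher plus 2 mM ATP (final). Unwinding followed kinetically by red fluorescence (ex 525/em 598 nm).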
EPAC1 ag: activates human EPAC1 exchange factor; EPAC1 agonist qHTS, biochemical assay; response scale: 100% = response to 6.5 mM cAMP; Potency, µM (titrated, usually from 154 µM), for the others: at the highest dose activation, hits mostly activators; AID 720707; 360,000 tested, 0.073% active; also: potency is read from the fitted curve at half-maximal effect; nearly all actives have a fitted effect of over 60% in size
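Normalized to 6.5 mM cAMP, activity reflects EPAC1-catalysed release of BODIPY-GDP from Rap1B, followed kinetically over 30 min at 480 nm excitation, 540 nm emission. Reaction contained 100 nM EPAC1, 250 nM Rap1B-BODIPY-GDP, 50 uM GDP.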
PI5P4K alpha inh: blocks human PI5P4K alpha kinase activity | PI5P4Kalpha enzyme, ADP-Glo luminescence, 60 min; active compounds read low | 330,000 tested, 1.2% active | max response, % | P48426; active = max response of -50% or lower; inconclusive = between -30% and -50%; inactive = -30% or higher; also: value at the top dose of about 77 µM; % is scaled to controls: 0 for no effect and ±100 for the full control effect
Target sequence (P48426 whole entry, looked up): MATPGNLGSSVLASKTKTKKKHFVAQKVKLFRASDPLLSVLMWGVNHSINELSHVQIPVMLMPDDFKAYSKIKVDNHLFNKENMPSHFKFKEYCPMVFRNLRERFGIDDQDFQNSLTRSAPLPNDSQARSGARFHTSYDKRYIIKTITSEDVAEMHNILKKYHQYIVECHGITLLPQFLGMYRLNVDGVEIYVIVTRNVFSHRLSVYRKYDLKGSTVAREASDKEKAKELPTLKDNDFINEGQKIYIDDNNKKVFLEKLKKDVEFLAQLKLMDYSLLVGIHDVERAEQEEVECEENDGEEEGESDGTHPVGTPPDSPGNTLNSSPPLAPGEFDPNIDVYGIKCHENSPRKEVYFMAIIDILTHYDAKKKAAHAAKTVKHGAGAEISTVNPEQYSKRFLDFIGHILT
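Human PI5P4Kalpha with substrate in 0.038 M HEPES pH 7.4, 0.28 mM EGTA, 0.1% CHAPS, 5% DMSO; reaction started with 5 microM ATP (final), 60 min at room temperature. ADP formed read by ADP-Glo luminescence.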
An asterisk follows results filed as active; u = inconclusive; x = no result given; [ ] = another dose, or the depositor's remark. Unless noted, calls follow the shape of the dose curve; as a rule, active = well fitted curve in the direction sought with a large enough effect; inconclusive = small, poorly fitted or top-dose-only effect, or another doubt; inactive = no such curve, though single readings can be large; an effect the other way counts as inactive or inconclusive.

canonical_smiles	PLK1 PBD inh	EPAC1 antagonist	CCT modulator	Mm-Cpn inhibitor	EPAC2 antagonist	WRN helicase inh	EPAC1 ag	PI5P4K alpha inh
O=C(NCCCc1ccc(F)cc1)C1CCC(=O)N(CCCN2CCCC2=O)C1 (stereo not given)	3.8%	-6.8%	-6.3	1.0%	3.1%	1.3%	-2.8%	-5.2
COc1ccc(C(=O)NC(=S)NC(C)(C)C)cc1Br	-7.3%	-14.3%	4.2	-1.5%	-0.3%	-1.3%	11.7%	-1.0
COc1ccc(-n2nnnc2CNC(=O)c2ccc(S(=O)(=O)N3CCOCC3)cc2)cc1	-8.7%	-28.9%	1.0	2.7%	1.8%	-2.3%	8.0%	-2.4
Cc1nnc(NCCc2ccccc2)n(N)c1=O	-22.7%	-3.4%	-3.0	2.5%	0.5%	-32.8%[57.1 µM]	11.9%	1.6
O=C(NCCNC(=O)c1ccccn1)c1cccc(F)c1	-16.7%	-5.4%	1.9	0.0%	-0.7%	6.6%	0.9%	4.0
CCc1ccc(S(=O)(=O)NCc2cn3ccccc3n2)s1	2.0%	-6.3%	3.1	-2.7%	-4.3%	-7.9%	1.1%	-0.9
O=C(NCc1ccc2c(c1)OCO2)c1cc2c(s1)CSC2	-26.9%	u	-7.0	-2.3%	-3.4%	-12.7%[57.1 µM]	7.5%	-50.4*
Cc1ccc(S(=O)(=O)CCC(=O)OC(C)c2nnc(-c3cccs3)o2)cc1 (stereo not given)	4.1%	11.9%	-2.0	2.8%	-0.8%	4.0%	0.3%	-1.6
COc1cc(Br)ccc1C1CC(=O)C(C)C(c2ccc(Br)cc2OC)N1 (stereo not given)	5.2%	-9.6%	2.4	0.8%	-7.6%	-5.8%	-2.1%	19.0
CC1CCCCN1S(=O)(=O)c1ccc(C(=O)Nc2nnc(-c3ccccn3)o2)cc1 (stereo not given)	-8.4%	-24.1%	0.0	0.2%	27.1%	-5.1%	-3.4%	-13.0
Cc1cccc(CCNC(=O)c2cc(S(=O)(=O)N3CCCC3)cn2C)c1	-21.5%	-10.3%	0.3	-0.7%	-3.9%	-4.5%	1.3%	-2.0
COC(=O)[C@@]1(Cc2ccccc2)[C@H]2C(=O)N(Cc3ccccc3)C(=O)[C@H]2[C@H]2CN=C(SCc3ccc(Cl)cc3)N21	1.7%	-7.4%	-2.4	1.7%	-9.8%	-3.7%	10.6%	-4.1
Cc1cccc(Nc2nnc(SCC3CCCCO3)s2)c1C (stereo not given)	-9.2%	-7.3%	-1.0	3.0%	-2.6%	6.7%	6.3%	3.1
Oc1ccc(-c2[nH]ncc2-c2ccc(Cl)cc2)c(O)c1	-3.5%	6.9%	-3.0	2.1%	-5.8%	-3.7%	11.7%	-19.3
CC(c1ccccc1)N1C(=O)C2C3C=CC(C4CC34)C2C1=O (stereo not given)	-3.1%	u	1.8	0.9%	3.0%	-20.0%[57.1 µM]	-4.2%	2.8
Cc1cccc(Nc2nc(CC(=O)O)cs2)c1	-26.3%	-3.4%	2.7	0.2%	5.5%	-0.3%	10.7%	-9.1
O=C(Nc1ccc(S(=O)(=O)N2CCOCC2)cc1)c1cc(-c2ccccc2O)n[nH]1	-9.5%	-19.9%	0.5	0.4%	5.6%	1.6%	12.5%	-9.9
Cc1ccc(C2=NS(=O)(=O)N(C)C(C(=O)NCc3ccc(F)cc3)=C2)cc1	-3.3%	-3.5%	1.9	-6.5%	-8.0%	-11.7%	-2.8%	7.0
CC1CN(C(=O)CSc2nnc(C3CCCCC3)n2N)CC(C)O1 (stereo not given)	-4.0%	2.6%	0.6	0.3%	1.2%	11.9%	-9.0%	-1.2
CCC1CN(C(=O)N2CCC(C(=O)NCc3ccccc3OC)CC2)c2cc(C)ccc2O1 (stereo not given)	-0.7%	16.8%	0.9	0.6%	-10.0%	-13.2%	-7.1%	5.0
CSc1ccc(CNCCCSc2ncccn2)cc1	-7.5%	-19.7%	-0.1	-0.4%	-8.0%	-4.6%	4.8%	2.9
COc1ccc(C(=O)NCc2csc(C)n2)cc1OC1CCN(C(C)=O)CC1	-6.8%	3.1%	-1.1	x	-0.6%	-21.3%	8.2%	-0.4
Cc1nc(SCC(=O)NCC2CCCO2)c2oc3ccccc3c2n1 (stereo not given)	u	-11.7%	-0.6	-11.0%	1.4%	100.1%[activator]	15.3%	x
Cc1cc(-c2n[nH]c(=S)n2/N=C/C=C/c2ccco2)n[nH]1	-27.3%	1.3%	0.4	0.8%	-1.9%	u	5.3%	u
CC1CCCCC1NC(=O)C1CCN(C(=O)NC2CCCCC2)CC1 (stereo not given)	-15.2%	-0.3%	-0.9	-1.5%	10.3%	1.5%	0.4%	4.1
CCN(CC#CCC1(O)c2ccccc2-c2ccccc21)CCO	-2.5%	-3.9%	1.7	-0.9%	-3.6%	-6.5%	-1.1%	x
C[C@H]1CN([C@@H](C)CO)C(=O)c2cc(Br)cnc2O[C@H]1CN(C)Cc1ccccc1C(=O)O	-0.4%	11.7%	-1.0	x	7.4%	3.7%	4.9%	0.8
CCOC(=O)c1c(NC(=O)c2ccoc2C)sc(C)c1C	-18.4%	-21.1%	-0.2	-0.5%	-3.4%	3.1%	4.2%	8.0
COCC(=O)N(Cc1cc2ccc(C)cc2[nH]c1=O)c1ccc(C)cc1C	-4.8%	3.7%	3.1	-2.6%	-0.6%	-14.8%	9.7%	10.0
Cc1ccc(-c2nn(CCC(=O)Nc3cccnc3)c(=O)c3ccccc23)cc1	-10.9%	-16.1%	-64.6*	0.6%	-6.6%	4.9%	4.6%	-3.8
O=C1CN(C(=O)COC(=O)c2cccc(OCc3ccccc3)c2)c2ccccc2N1	-0.7%	2.5%	0.9	-8.0%	2.5%	1.0%	-9.6%	0.7
O=c1ccc2ccccc2c2ccccc12	u	-9.7%	0.9	x	1.2%	-14.5%[57.1 µM]	-1.2%	4.5
COc1ccccc1NC(=S)NCc1ccc2c(c1)cc(C)n2C	-6.1%	-4.7%	-2.7	u	-8.9%	-7.2%	9.4%	-0.5
Cc1ccccc1-c1n[nH]c(=S)n1/N=C/c1ccc(-c2ccccc2Br)o1	-17.2%	5.1%	1.0	-11.6%	3.9%	0.9%	6.4%	0.5
CCOC(=O)CSc1nnc(CNc2ccc(Cl)cc2)n1Cc1ccccc1	-5.1%	5.4%	-2.3	0.1%	-4.1%	-0.3%	3.6%	-4.8
O=C(NCc1ccc(Cl)cc1)C1CCC(CNc2c(N3CCCC3)c(=O)c2=O)CC1 (stereo not given)	1.7%	3.7%	0.3	1.7%	4.8%	6.8%	-2.0%	6.1
COc1ccc(Cl)cc1NC(=S)NCCSc1ccc(C)cc1	-3.2%	-14.0%	0.2	0.9%	-5.7%	-9.3%	15.2%	3.7
c1ccc(CN=C(NCc2ccccc2)NCc2ccccc2)cc1	-11.2%	-1.7%	-2.4	x	4.8%	5.6%	1.7%	2.4
CCn1c(=S)sc2c(=O)n(-c3ccccc3)c(=S)[nH]c21	-15.0%	-16.0%	-4.1	-1.8%	-10.3%	-3.2%[57.1 µM]	0.6%	-1.3
COc1ccc(NC(=O)CC2(CC(=O)N3CCOCC3)CCCC2)cc1Cl	-19.1%	3.4%	2.2	1.0%	6.2%	-17.9%	-1.3%	2.2
CCc1nc2ccccc2n1Cc1ccccc1F	-12.3%	-15.0%	-1.7	-0.3%	u	8.3%	0.7%	1.8
CCN1C(=O)C(O)(CC(=O)c2cccc(-n3cccc3)c2)c2ccccc21 (stereo not given)	-13.1%	-6.3%	-2.9	1.6%	-10.3%	-7.9%	-3.5%	-3.6
CC1OC(C(C)(C)C)Cc2[nH][nH]c(=O)c21 (stereo not given)	-3.4%	-14.5%	-0.2	x	-2.1%	3.6%	-9.3%	5.9
Cc1ccc(C2=NCCn3c2c2ccc([N+](=O)[O-])cc2[n+]3[O-])cc1	-13.1%	-2.4%	-1.0	-3.4%	-7.1%	-21.5%	-7.6%	-23.9
COc1ccc(/C=C/C(=O)OC(C)C(=O)c2ccccc2)cc1OC (stereo not given)	2.0%	-21.6%	-2.0	-0.3%	-29.0%	-7.2%	0.7%	9.0
CN(C)CCCn1c2c(c(SCC(=O)Nc3cccc4ccccc34)nc1=O)CCCC2	-2.1%	-19.3%	-1.1	1.1%	-1.6%	-5.3%	-1.8%	4.0
CCC(C)C(=O)Nc1nnc(SCC(=O)NC(C)(C)C)s1 (stereo not given)	3.5%	5.4%	1.1	0.6%	-16.3%	-6.1%	8.2%	-1.8

Assay outcomes deposited in PubChem BioAssay by National Center for Advancing Translational Sciences (NCATS).

Only part of the results is shown, so the mix of outcomes need not match the whole.
